GSK3B inh = inhibitors of human GSK3beta kinase; AID 2097; hit rate 0.038% among 300,000; P49841; activity score (negative = inhibition), % at 10 µM; GST-GSK3beta kinase, ADP-Glo luminescence, 60 min; hits give low values;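 active = more than half of replicate wells score below -50%, meaning over 50% inhibition versus plate controls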;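 note: 0% = median DMSO wells and -100% = median GW8510 positive control wells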
Target sequence (P49841 whole entry, looked up): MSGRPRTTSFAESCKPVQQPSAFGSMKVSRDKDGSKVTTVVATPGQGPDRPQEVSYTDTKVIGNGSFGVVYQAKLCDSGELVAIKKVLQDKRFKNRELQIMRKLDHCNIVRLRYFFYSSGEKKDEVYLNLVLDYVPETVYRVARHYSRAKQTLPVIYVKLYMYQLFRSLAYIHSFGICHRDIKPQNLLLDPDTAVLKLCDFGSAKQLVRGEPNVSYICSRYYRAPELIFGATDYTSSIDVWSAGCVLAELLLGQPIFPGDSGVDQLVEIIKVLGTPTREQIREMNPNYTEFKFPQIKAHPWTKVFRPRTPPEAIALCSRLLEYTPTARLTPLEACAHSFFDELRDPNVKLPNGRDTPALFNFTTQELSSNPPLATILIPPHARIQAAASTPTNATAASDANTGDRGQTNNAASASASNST
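Assay system: GST-tagged human GSK3beta kinase, cell-free; Input: 1.6 ng GSK3beta; Medium: Tris/MgCl2 kinase buffer; Timing: 60 min enzyme reaction, room temperature; Signal: ADP-Glo luminescence quantifying ADP generated by kinase; Evaluation: score relative to plate controls; Benchmarks: DMSO neutral wells and GW8510 at 20 µM as positive.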
hERG protect = shields human hERG channel from block by proarrhythmic agents. CHO-hERG, FluxOR thallium flux, dofetilide IC70 present. AID 1511. Q12809. activation (rescue from dofetilide block), less the hit threshold, % at 10 µM. hit rate 0.51% among 310,000;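 active = activation above the mean of controls blocked by dofetilide plus 5 SD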;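 note: thallium influx through hERG after potassium depolarization seen as dye fluorescence rise; in these data hits start at about 4.7%; inactives centre near -7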
RGS4 inh = human RGS4 inhibition; P49798; HEK293 M3R/RGS4 inducible, Fluo-4 calcium flux; hits give high values; triggered by carbachol at its EC20; B-score at 10 µM; hit rate 0.45% among 310,000; AID 463165;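 active = B-score, a plate-corrected calcium signal, over three deviations above library mean, with baseline fluorescence within five deviations of library mean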;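 note: RGS4 expression induced by doxycycline in cells with stable M3 receptor; B-score is computed from the integrated fluorescence ratio over baseline after carbachol; higher B-score means a larger calcium signal and so more RGS4 inhibition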
Target sequence (P49798 whole entry, looked up): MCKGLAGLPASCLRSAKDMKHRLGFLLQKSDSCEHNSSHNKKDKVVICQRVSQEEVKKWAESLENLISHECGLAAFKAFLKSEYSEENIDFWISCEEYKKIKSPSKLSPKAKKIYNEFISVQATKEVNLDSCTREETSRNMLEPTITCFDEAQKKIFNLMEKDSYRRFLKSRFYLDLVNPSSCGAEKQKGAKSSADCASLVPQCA
GSK3A inh = blocks human GSK-3 alpha kinase; inhibition, % at 10 µM; ADP-Glo luminescence, 60 min; P49840; AID 2650; hit rate 0.1% among 320,000;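 in the data active = inhibition above about 50%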;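 note: GST-tagged GSK-3 alpha with peptide substrate and 25 µM ATP; 0% = DMSO neutral wells and 100% = GW8510 positive control wells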
KCNQ1 block = human KCNQ1 channel inhibition; B-score at 10 µM; CHO-K1 KCNQ1, FluxOR thallium flux fluorescence; hits give high values; hit rate 1.3% among 310,000; AID 2642;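 active = compounds whose thallium flux B-score, printed positive for inhibition, exceeds three library SD while starting fluorescence stays within three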;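 note: channel opened by potassium depolarization with thallium stimulus after 20 min compound exposure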
KCNQ1 pot = potentiators or activators of human KCNQ1 potassium channel; P51787; CHO-K1 KCNQ1, thallium flux FluxOR fluorescence; hits give high values; B-score at 10 µM; hit rate 0.35% among 310,000; AID 2648;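 active = fluorescence ratio B-score, a plate-corrected score, at least three library SD, with initial intensity B-score within 5 SD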
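System: CHO-K1 cells stably expressing KCNQ1 / Medium: assay buffer for compound exposure, DMSO matched across wells / Reagent: thallium- and potassium-containing depolarizing buffer / Compound: one concentration, matched DMSO / Incubation: 20 min compound pretreatment at room temperature / Measured by: kinetic FluxOR fluorescence, 10 s baseline plus 110 s post-stimulus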
DYRK1A inh = inhibitors of rat Dyrk1A kinase | Q63470 | ADP-Glo luminescence, NFATc1 peptide | inhibition, % at 12.5 µM | hit rate 0.43% among 310,000 | AID 504441; in the data active = inhibition above about 50%;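 note: plate controls were vehicle with enzyme for no effect and no enzyme for full effect; many of its hits are not listed in these tables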
PolyA inhibitor = blocks polyadenylation in yeast reporter cells. S. cerevisiae SKY197-pL101 polyadenylation reporter, beta-gal luminescence; efflux-impaired pdr1/pdr3 knockout yeast; score 100 = 6 SD above DMSO. calls only at 12 µM. hit rate 0.02% among 300,000. AID 1875;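 active = lowest replicate activity score at least 50, where 100 means six control SD above control mean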;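 note: yeast exposed to compound for 9 h at 30 °C; higher score means more reporter readthrough which indicates perturbed polyadenylation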
RGS4 act = potentiators or activators of RGS4; hit rate 0.92% among 310,000; AID 463111; HEK293 M3R/inducible RGS4, carbachol calcium flux Fluo4; hits give low values; B-score at 10 µM;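 active = B-score of the integrated calcium signal more than 4 SD below the library mean, with starting fluorescence not abnormally high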;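 note: negative B-score means reduced calcium response which marks RGS4 activation or potentiation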
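Assay system: Inducible-RGS4 HEK293 cells carrying M3 receptor | Schedule: Compound preincubation 20 min at room temperature before agonist | Signal: Kinetic calcium fluorescence imaging with Fluo4-AM dye, 2 µM | Read-out basis: B score from integrated fluorescence ratio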
KCNK3 inh = human KCNK3 channel inhibition, primary screen; B-score at 10 µM; hit rate 0.84% among 340,000; AID 602410; CHO-KCNK3 thallium flux, FluxOR fluorescence; hits give low values;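 active = B-score under library mean minus 4 SD, starting fluorescence ratio at most library mean plus 5 SD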;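 note: more negative B-score means stronger inhibition of thallium flux through KCNK3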
KCNK9 block = blocks the human KCNK9 two-pore domain potassium channel. hit rate 1.2% among 310,000. B-score at 10 µM. HEK293 KCNK9, FluxOR thallium flux fluorescence; hits give low values;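 active = ratio B-score over 3 SD below the library mean, with starting fluorescence within 5 SD of its mean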;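 note: negative B-score means less thallium flux so channel inhibition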
Target sequence (Q9NPC2 whole entry, looked up, the tested form may be a part): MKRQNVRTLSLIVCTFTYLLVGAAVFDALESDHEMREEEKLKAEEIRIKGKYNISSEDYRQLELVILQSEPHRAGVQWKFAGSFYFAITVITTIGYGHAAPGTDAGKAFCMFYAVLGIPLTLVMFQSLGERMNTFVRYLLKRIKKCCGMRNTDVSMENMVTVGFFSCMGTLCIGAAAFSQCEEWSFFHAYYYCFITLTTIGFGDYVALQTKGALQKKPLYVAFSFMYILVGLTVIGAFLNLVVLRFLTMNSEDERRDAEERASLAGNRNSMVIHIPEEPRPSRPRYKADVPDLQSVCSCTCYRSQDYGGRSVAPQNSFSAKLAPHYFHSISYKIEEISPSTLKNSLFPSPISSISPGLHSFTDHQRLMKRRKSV
An asterisk follows results filed as active; i = inactive; · = no result given.

SMILES	GSK3B inh	hERG protect	RGS4 inh	GSK3A inh	KCNQ1 block	KCNQ1 pot	DYRK1A inh	PolyA inhibitor	RGS4 act	KCNK3 inh	KCNK9 block
CN(C(=O)c1cccc(OC2CCN(S(=O)(=O)N(C)C)CC2)c1)C1CCOC1 (stereo not given)	3	-11	i	·	i	i	-8	i	i	i	i
COC(C[C@@H]1O[C@@H]1[C@H](O)[C@@H](C)OCc1ccccc1)OC	1	-8	i	-2	i	i	0	i	i	i	i
COC(=O)C1=C(C)N(Cc2ccccc2)C(=NCc2ccccc2)N[C@H]1c1cccc(F)c1	-4	-18	i	6	i	i	-5	i	i	i	i
O=C1CC2(CCCCC2)Oc2ccc(O)cc21	1	-6	i	4	i	i	-4	i	i	i	i
O=C1CNC(=S)N1c1nc2ccccc2s1	-19	-7	i	0	i	i	2	·	i	i	i
C#CCOCCOCCOCCNc1nc(N2CCN(C(=O)C(Cc3ccc(O)cc3)n3cc(C(N)CC(C)C)nn3)CC2)nc(N2CCN(C(=O)C(Cc3cc4ccccc4[nH]3)n3cc(C(N)Cc4ccc(O)cc4)nn3)CC2)n1 (stereo not given)	-1	-7	i	-1	i	i	·	i	i	·	i
O=S(=O)(O)c1nc2ccccc2n1Cc1cccc2ccccc12	3	-8	i	-10	i	i	·	i	i	·	i
COC(=O)c1ccccc1C(=O)c1cccc2ccccc12	1	-7	i	1	i	i	-2	i	i	i	i
COCCNC(=O)c1ccc(CS(=O)(=O)c2ccc(C)cc2)o1	-1	-8	i	-3	i	i	-2	i	i	i	i
COc1ccc(Cc2nnc(NC(=O)CSc3ccccc3)s2)cc1OC	1	-4	i	0	i	i	-6	i	i	i	i
CN(CC(=O)N1CCN(c2ccc(F)cc2)CC1)S(=O)(=O)c1ccc2c(c1)c(=O)n(C)c(=O)n2C	0	-6	i	1	i	i	3	i	i	i	i
Cc1c(C(=O)N(Cc2ccccc2)C2CCS(=O)(=O)C2)oc2ccccc12 (stereo not given)	-4	-11	i	-3	i	i	5	i	i	i	i
Cc1cccc(NC(=O)[C@H](Cc2c[nH]c3ccccc23)NC(=O)[C@@H]2Cc3ccccc3CN2)c1	4	-20	i	3	i	i	-2	i	i	i	i
CC12CCC(C(=O)N3CCCCC3)([C@H](Br)C1=O)C2(C)C (stereo not given in full)	-3	-2	i	-2	i	i	-1	i	i	i	i
Cc1ccccc1NC(=O)NCC1CCN(c2ccc(S(=O)(=O)N3CCOCC3)cc2)CC1	0	-4	i	-1	i	i	3	i	i	i	i
COc1ccc(-c2csc(C)n2)cc1OC	1	-3	i	-3	i	i	4	i	i	i	i
CCC(c1nnc(SCC(=O)Nc2ccc(C(=O)N(C)C)cc2)n1Cc1ccccc1)N(C)C (stereo not given)	-1	-5	i	-1	i	i	2	i	i	i	i
O=C(Nc1ccc(F)cc1)C1CCCN(c2cnccn2)C1 (stereo not given)	1	-9	i	·	i	i	1	i	i	i	i
CCO[C@H]1OC(C(=O)O)=C[C@@H](c2ccccc2)[C@@H]1CCCO	2	-3	i	-4	i	i	8	i	i	i	i
CCOc1ccc(N(C(=O)CNC(=O)c2ccco2)C(C(=O)NCC2CCCO2)c2ccccc2)cc1 (stereo not given)	3	-8	i	2	i	i	-3	i	i	i	i
CCCc1nc(-c2cc3ccccc3[nH]c2=O)no1	-5	-12	i	7	i	i	11	i	i	i	i
CN(C)c1ccc(C2C3C(=O)NC(=O)C3ON2c2ccc(Cl)cc2)cc1 (stereo not given)	0	-9	i	1	i	i	15	i	i	i	i
Cc1ccc(S(=O)(=O)NCc2cccnc2)s1	1	-9	i	-3	i	i	2	i	i	i	i
O=C(NCCCc1ccccc1)c1cncc(Br)c1	0	-4	i	-1	i	i	-4	i	i	i	i
Cc1onc(-c2ccccc2)c1C(=O)NC(C)CCc1ccccc1 (stereo not given)	6	-4	i	0	i	i	-2	i	i	i	i

Limited to GSK3B inh and DYRK1A inh (3 entries from above):
mol	GSK3B inh	DYRK1A inh
COc1ccc(-c2csc(C)n2)cc1OC	1	4
CCC(c1nnc(SCC(=O)Nc2ccc(C(=O)N(C)C)cc2)n1Cc1ccccc1)N(C)C (stereo not given)	-1	2
O=C(Nc1ccc(F)cc1)C1CCCN(c2cnccn2)C1 (stereo not given)	1	1

Other compounds
SMILES	GSK3B inh	hERG protect	RGS4 inh	GSK3A inh	KCNQ1 block	KCNQ1 pot	DYRK1A inh	PolyA inhibitor	RGS4 act	KCNK3 inh	KCNK9 block
CCOC(=O)C1CCCN(C(=O)/C=C/c2cccc([N+](=O)[O-])c2)C1 (stereo not given)	0	-10	i	-1	i	i	4	i	i	i	i
COc1ccc(CCN(C)C(=O)C2CCN(Cc3cccc(OC)c3OC)CC2)cc1OC	-3	-1	i	-3	i	i	7	i	i	i	i
Cc1cccc(CSc2nc3c(cc2C#N)CCC3)c1	0	-2	i	-1	i	i	-1	i	i	i	i
Cc1ccc(-c2nc3ccccc3[nH]2)cc1N	-1	-1	i	1	i	i	·	i	i	i	i
Cc1c(/C(O)=C2\C(=O)C(=O)N(CCN(C)C)C2c2ccco2)cnn1-c1ccccc1 (stereo not given)	1	-11	i	0	i	i	-7	i	i	i	i
Cc1ccc(-n2nc(C)c3c(C)c(CCC(=O)NC(C)c4ccccc4)c(C)nc32)cc1 (stereo not given)	2	-1	i	-1	i	i	-2	i	i	i	i
N#Cc1c(NC(=O)C2CC(c3ccccc3O)=NO2)sc2c1CCC2 (stereo not given)	1	-4	i	-1	i	i	0	i	i	i	i
Cc1ccc(NC(=O)CCS(=O)(=O)c2ccc3nc(C)sc3c2)cc1	0	-9	i	-1	i	i	8	i	i	i	i
Cc1cc(-n2nc(C)cc2C)n2ncc(-c3ccccc3)c2n1	-2	-11	i	-2	i	i	-5	i	i	i	i
COc1cc2c(cc1OC)C(c1cccs1)N(C(=O)C(C)C)CC2 (stereo not given)	3	-8	i	1	i	i	2	i	i	i	i
CCOc1cc(-c2c(C#N)c(N)nc3c2CCc2ccccc2-3)ccc1O	-1	-6	i	-2	i	i	0	i	i	i	i
Cc1ccnc(NC(=O)CCCc2ccccc2)c1	-12	-3	i	17	i	i	2	i	i	i	i
Cc1ccc(C(=O)NCCCNC(=O)Cc2ccc(Cl)cc2)cn1	5	-9	i	·	i	i	-3	i	i	i	i
O=C(CN1C(=O)c2ccccc2S1(=O)=O)NCc1c(F)cccc1F	0	-11	i	-2	i	i	-5	i	i	i	i
COc1ccc2[nH]c(=O)c(CN(Cc3cccs3)C(=S)NCC3CCCO3)cc2c1 (stereo not given)	1	-13	i	5	i	i	-2	i	i	i	i
Cc1ccc(CNC(=O)c2cnccn2)cc1	7	-2	i	-3	i	i	1	i	i	i	i
CCN(CC)CC1C(=O)N(c2ccc(OC)cc2)C1c1ccccc1 (stereo not given)	0	-2	i	-2	i	i	-6	i	i	i	i
CCNC(=S)Nc1cccc(Cl)c1C	-1	-3	i	0	i	i	15	i	i	i	i
Cn1ccnc1SCc1ccc(Cl)cc1Cl	-2	-8	i	2	i	i	-3	i	i	i	i
Cc1cc(C(=O)Nn2c(-c3ccc(Br)cc3)nc3ccccc3c2=O)ccc1[N+](=O)[O-]	-1	-10	i	-3	6*	i	-6	i	i	i	i
COc1cccc(N2CCN(C(=O)c3cccc(N4C(=O)NC5CC4(C)Oc4c(OC)cccc45)c3)CC2)c1 (stereo not given)	1	-7	i	-1	i	i	0	i	i	i	i
Cc1ccc(-c2cc(C(=O)NCc3ccco3)no2)cc1	2	-4	i	-4	i	i	-2	i	i	i	i
CN1/C(=C\C=C(/C#N)C(=O)Nc2ccc(Cl)cc2)C(C)(C)c2ccccc21	3	-18	i	-2	i	i	-2	i	i	i	i
CCCC(c1nnnn1Cc1ccccc1)N1CCC(C(N)=O)CC1 (stereo not given)	4	-4	i	-3	i	i	5	·	i	i	i
CCC(C)NC(=O)C1CCCCN1S(=O)(=O)c1ccc(F)cc1 (stereo not given)	-4	-5	i	-1	i	i	0	i	i	i	i

Following part
SMILES	GSK3B inh	hERG protect	RGS4 inh	GSK3A inh	KCNQ1 block	KCNQ1 pot	DYRK1A inh	PolyA inhibitor	RGS4 act	KCNK3 inh	KCNK9 block
CCOC(=O)c1cc2ccccc2nc1C	2	-11	i	-2	i	i	-2	i	i	i	i
Clc1cccc(CN2C3=NCCCN3c3ccccc32)c1	1	-7	i	-1	i	i	3	i	i	i	i
COC(=O)c1ccccc1NC(=O)NCCc1ccc(OC)c(OC)c1	2	-13	i	1	i	i	5	i	i	i	i
CCOc1ccccc1NC(=O)CN1C(=O)COc2ccc(C)cc21	1	-6	i	-1	i	i	0	i	i	i	i
CCC(=O)Nc1c(C)nn(-c2ccc(C)c(C)c2)c1C	4	-10	i	-2	i	i	1	i	i	i	i
CN1CCN(/N=C/c2ccc(Cl)c(Cl)c2)CC1	-2	-12	i	-1	i	i	-2	i	i	i	i
CSc1c(CC(=O)Nc2ccccc2)n(C)c2ccccc12	1	-6	i	-1	i	i	·	i	i	i	i
CC1(C)CC(NC(=S)NCc2ccco2)CC(C)(C)N1	0	-9	i	-2	i	i	1	i	i	i	i
CC(C)(C)C(=O)NC(=S)Nc1cc(C(=O)O)ccc1Cl	-3	-8	i	-2	i	i	4	i	i	i	i
COc1cc(NC(=O)CCNS(=O)(=O)c2cc(Br)cnc2N)cc(OC)c1	-1	-8	i	-2	i	i	-8	i	i	i	i
COc1cc(C(c2nnnn2C(C)(C)C)N2CCN(c3nc4ccccc4s3)CC2)ccc1O (stereo not given)	-28	-12	i	-4	i	i	1	i	i	i	i
CCN(CC)C(=O)C12CC3CC(CC(Br)(C3)C1)C2	-5	-11	i	-3	i	i	6	i	i	i	i
CCOC(=O)c1ccccc1NC(=S)N1CCCCC1	2	-10	i	13	i	i	3	i	i	i	i
CC(C)[C@H](NC(=O)c1ccccc1)C(=O)OCC(=O)N1CC(=O)Nc2ccccc21	3	-8	i	0	i	i	11	i	i	i	i

A portion of the library, so the mix of outcomes need not match the whole.
